Bioassay records as filed in PubChem BioAssay.
S1P4 antag – S1P4 receptor antagonists, primary screen, cell-based; 220,000 tested, 0.26% active; AID 1510, 2009; S1P4-expressing cells, antagonist mode, reporter read-out; Sphingosine 1-phosphate receptor 4 (Homo sapiens), O95977; inhibition, % at 4.98 µM; in the data active = inhibition above about 29%;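 note: 0% = wells stimulated with agonist and 100% = vehicle wells without agonist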
BaF3 tox – parental Ba/F3 cell viability inhibition, counter-screen for JAK2V617F inhibitor project, murine pro-B, CellTiter-Glo luminescence; 220,000 tested, 1.1% active; CellTiter-Glo ATP luminescence; inhibition, % at 5.6 µM;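 active = inhibition above a per-campaign cutoff, the mean inhibition of all tested compounds plus 3 SD, cut at about 27% in these data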;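 note: 0% = DMSO wells and 100% = JAK Inhibitor I control wells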
Calpain2 inh – inhibitors of pig calpain II, primary screen, biochemical, fluorogenic peptide substrate, 1536-well; purified calpain II, 30 min; inhibition, % at 16 µM; 220,000 tested, 0.37% active;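 active = inhibition above about 50%, limit read from the data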
Ba/F3 V617F tox – reduced viability of JAK2V617F-dependent Ba/F3 cells, primary screen, JAK2V617F inhibitor project, cell-based, Ba/F3 EpoR-JAK2V617F, luminescence. ATP luminescence. inhibition, % at 5.6 µM. 220,000 tested, 1.1% active. AID 1446, 2008;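 active = inhibition above the campaign mean plus 3 SD over all tested compounds, cut at about 24% in these data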;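 note: cytokine-independent growth of Ba/F3 cells driven by EpoR plus mutant JAK2; 0% = DMSO-treated cells and 100% = JAK inhibitor I control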
TRPML3 agonist – human TRPML3 channel agonists, primary screen, cell-based, HEK293 TRPML3-YFP, Fluo-8 calcium fluorescence, 3 µM; 100% = the carbachol control signal; activation, % at 3 µM; AID 1448, 2008; 220,000 tested, 0.29% active; Mucolipin-3 (Homo sapiens), Q8TDD5;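 active = activation above its plate's cutoff, the mean activation of the plate's test wells plus 3 SD, cut at about 12% in these data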;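 note: 0% = DMSO only wells and 100% = carbachol wells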
Target sequence (Q8TDD5 whole entry, looked up): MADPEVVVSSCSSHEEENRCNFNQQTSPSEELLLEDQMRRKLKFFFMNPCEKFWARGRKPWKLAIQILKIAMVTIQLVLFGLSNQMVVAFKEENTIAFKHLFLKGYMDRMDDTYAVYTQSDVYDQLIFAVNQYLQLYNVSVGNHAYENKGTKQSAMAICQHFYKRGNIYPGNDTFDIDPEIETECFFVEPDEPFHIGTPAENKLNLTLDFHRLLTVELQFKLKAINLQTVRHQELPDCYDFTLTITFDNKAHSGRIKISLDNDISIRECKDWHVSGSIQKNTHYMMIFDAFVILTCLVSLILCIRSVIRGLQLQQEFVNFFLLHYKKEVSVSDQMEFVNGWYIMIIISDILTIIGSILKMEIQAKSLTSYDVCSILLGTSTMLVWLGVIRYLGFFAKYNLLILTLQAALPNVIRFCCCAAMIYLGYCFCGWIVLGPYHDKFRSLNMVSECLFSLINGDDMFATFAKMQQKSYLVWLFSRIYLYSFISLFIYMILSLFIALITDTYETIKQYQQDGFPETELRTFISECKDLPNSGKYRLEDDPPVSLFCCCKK
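Test system: HEK293 cells stably carrying human TRPML3-YFP; Doses: single dose, 3 µM final nominal compound, 0.3% DMSO final; Schedule: dye loading 1 h 37 °C then 30 min ambient, 125 s read; Technique: Fluo-8 calcium fluorescence; Benchmarks: high control carbachol 87 µM, low control DMSO.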
S1P4 ag – S1P4 receptor agonists, primary screen, cell-based; S1P4-expressing cell line, agonist reporter assay; activation, % at 4.98 µM; 220,000 tested, 0.35% active; AID 1509, 2009; in the data active = activation above about 11%;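 note: 0% = DMSO vehicle and 100% = reference agonist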
zfTRPN1 agonist – zebrafish TRPN1 channel agonists, primary screen, cell-based, HEK293, calcium fluorescence; HEK293 zebrafish TRPN1-YFP, Fluo-8 calcium fluorescence; 100% = response to 87 µM carbachol; activation, % at 3 µM; 220,000 tested, 0.18% active; AID 1424, 2008;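 active = activation above its plate's cutoff, the mean activation of test wells on that plate plus 3 SD, cut at about 19% in these data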;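 note: 0% = DMSO alone and 100% = 87 µM carbachol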
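Material: zebrafish TRPN1-YFP in HEK293 cells. Doses: one dose of 3 µM, 0.3% DMSO. Incubation: dye 1 h 37 °C plus 30 min RT. Measured by: intracellular calcium fluorescence with Fluo-8.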
PERK inhibitor – block of dimerizer-induced PERK translation repression, primary screen, PERK inhibitor project, CHO PERK-DD cells, SEAP luminescence, HTS | CHO PERK-DD fusion, SEAP luminescence translation reporter | inhibition, % at 5.6 µM | 220,000 tested, 0.17% active | AID 1416, 2008;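 active = inhibition above the mean inhibition of all tested compounds plus 3 SD, set separately per screening campaign, cut at about 2.9% in these data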;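 note: PERK kinase domain activated by AP20187 dimerizer at 100 nM; 0% = DMSO with dimerizer and 100% = rapamycin at 8.4 µM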
EP2 modulator – EP2 receptor modulators, cAMP readout, primary screen, cell-based, HTRF cAMP, PGE2 stimulation | EP2-expressing cells, cAMP HTRF FRET, PGE2 co-stimulation | induction, % at 25 µM | 260,000 tested, 0.83% active | Prostaglandin E2 receptor EP2 subtype (Homo sapiens), P43116;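 active = compounds whose cAMP rise, as percent of the full-agonist control response, exceeds 60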;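 note: rat C6 glioma line stably carrying human EP2 under a CMV promoter; the protocol text gives 20 µM as final concentration; 100% = response of wells given 1 µM PGE2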
Target sequence (P43116 whole entry, looked up): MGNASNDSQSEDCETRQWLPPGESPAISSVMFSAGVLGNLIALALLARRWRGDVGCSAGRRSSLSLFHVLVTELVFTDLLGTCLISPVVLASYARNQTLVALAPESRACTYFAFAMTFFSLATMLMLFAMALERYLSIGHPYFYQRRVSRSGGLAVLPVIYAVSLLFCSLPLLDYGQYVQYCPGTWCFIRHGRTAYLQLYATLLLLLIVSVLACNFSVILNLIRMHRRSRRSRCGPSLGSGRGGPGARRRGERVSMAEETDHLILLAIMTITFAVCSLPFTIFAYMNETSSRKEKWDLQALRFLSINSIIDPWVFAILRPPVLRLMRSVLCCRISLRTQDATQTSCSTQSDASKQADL
Starred values were filed as active, the others as inactive; & = joins results of further samples.

Assay codes: A = S1P4 antag; B = BaF3 tox; C = Calpain2 inh; D = Ba/F3 V617F tox; E = TRPML3 agonist; F = S1P4 ag; G = zfTRPN1 agonist; H = PERK inhibitor; I = EP2 modulator
mol: COc1ccc(C2=NOC(C(=O)Nc3ccc(C(C)=O)cc3)C2)cc1OC (stereo not given)
  A = 1.4	B = -1.1	C = -25.6	D = -4.2	E = -0.9	F = 1.0	G = 1.5	H = -0.6	I = 14.3

mol: CCOC(=O)c1nn(-c2ccccc2C)c2nc(CC(C)C)c(C#N)c(=O)n12
  A = 5.2	B = 7.1	C = -27.9	D = -0.8	E = -0.6	F = -1.3	G = -2.5	H = 0.7	I = 30.5

mol: O=c1n(S(=O)(=O)c2cccc3cccnc23)c2ccccc2n1S(=O)(=O)c1cccc2cccnc12
  A = -0.2	B = 1.0	C = -61.7	D = -2.3	E = 0.7	F = -2.8	G = 1.4	H = -0.2	I = -0.6

mol: O=C(NCc1cccnc1)Nc1ccccc1
  A = -21.4	B = 5.8	C = -8.0	D = -4.6	E = 0.2	F = 0.1	G = 0.4	H = 0.4	I = -5.6&-0.3

mol: CCCc1nc(SCC(=O)Nc2ccc(S(=O)(=O)N(C)C)cc2)c2ccccc2n1
  A = -22.3	B = 3.3	C = 0.8	D = -2.4	E = 0.7	F = 1.1	G = 0.3	H = -0.9	I = 0.3

mol: CCCc1nnc(NC(=O)Cn2c(=O)oc3cc(Br)ccc32)s1
  A = -1.5	B = 1.4	C = 6.9	D = -3.7	E = 2.4	F = 0.4	G = 0.1	H = 0.6	I = -1.2

mol: C=CCn1c(COc2ccc3c(c2)CCCC3)nnc1SCC(=O)Nc1cccc(SC)c1
  A = -5.6	B = 0.8	C = 27.0	D = -2.6	E = 0.1	F = 2.1	G = 1.5	H = -0.9	I = 5.8

mol: COc1cc(NS(=O)(=O)c2ccc(Nc3nc(-c4ccccc4)cs3)cc2)nc(OC)n1
  A = -26.4	B = 4.0	C = -34.5	D = 0.3	E = 0.2	F = 2.1	G = -0.2	H = 0.8	I = -143.4&-90.7

mol: CCNC(=O)NC1(C(=O)Nc2ccc3c(c2)OCCO3)CCCCC1
  A = -14.3	B = -0.4	C = 1.5	D = -3.7	E = 0.5	F = 1.6	G = -0.4	H = 0.5	I = -33.3

mol: Cn1nc(C(=O)NC2CCCCC2)c2ccccc2c1=O
  A = -7.0	B = 3.7	C = -35.4	D = -3.0	E = 0.2	F = 0.7	G = -0.6	H = -0.6	I = 0.9

mol: Cc1ccc(-n2c(SCC(=O)Nc3nccs3)nc3c(c2=O)SCC3)cc1
  A = -14.0	B = 3.3	C = -25.1	D = 0.5	E = 0.3	F = -1.6	G = -0.6	H = 0.7	I = -1.6

mol: CC(=O)C1C(c2cccc([N+](=O)[O-])c2)C2C(C)=NN=C2CC1(C)O (stereo not given)
  A = -22.7	B = 5.9	C = -13.8	D = -4.6	E = 0.9	F = -1.8	G = 1.3	H = 1.0	I = -5.5

mol: CCOC(=O)CNC(=O)c1sc2ncnc(N3CCc4ccccc4C3)c2c1C
  A = 12.4	B = 3.6	C = 18.1	D = 0.8	E = -0.9	F = -3.2	G = -0.7	H = -2.0	I = 9.7

mol: c1cc(CNC2=NCCCCC2)ccn1
  A = -1.8	B = 5.4	C = -0.5	D = 1.2	E = 0.4	F = 0.9	G = 0.8	H = 0.8	I = 16.7

mol: CC1CC(C)CN(CCCNC(=O)C2CCCN(c3nnc(N4CCCC4=O)s3)C2)C1 (stereo not given)
  A = -12.3	B = 2.5	C = 2.2	D = -2.6	E = 0.7	F = -2.0	G = 0.2	H = -0.1	I = 6.7

Single records (already shown).
CCOC(=O)CNC(=O)c1sc2ncnc(N3CCc4ccccc4C3)c2c1C in the list: S1P4 antag = 12.4; BaF3 tox = 3.6; Calpain2 inh = 18.1; Ba/F3 V617F tox = 0.8; TRPML3 agonist = -0.9; S1P4 ag = -3.2; zfTRPN1 agonist = -0.7; PERK inhibitor = -2.0; EP2 modulator = 9.7
CCOC(=O)c1nn(-c2ccccc2C)c2nc(CC(C)C)c(C#N)c(=O)n12 in the list: S1P4 antag = 5.2; BaF3 tox = 7.1; Calpain2 inh = -27.9; Ba/F3 V617F tox = -0.8; TRPML3 agonist = -0.6; S1P4 ag = -1.3; zfTRPN1 agonist = -2.5; PERK inhibitor = 0.7; EP2 modulator = 30.5

The results go on:
Assay codes: A = S1P4 antag; B = BaF3 tox; C = Calpain2 inh; D = Ba/F3 V617F tox; E = TRPML3 agonist; F = S1P4 ag; G = zfTRPN1 agonist; H = PERK inhibitor; I = EP2 modulator
mol: Cc1cc(N2CCN(Cc3ccc4c(c3)OCO4)CC2)n2ncnc2n1
  A = -7.8	B = 8.8	C = 24.3	D = 4.2	E = 0.3	F = 0.5	G = 1.3	H = -0.9	I = 7.4&-1.8

mol: O=C(C1CCCCN1S(=O)(=O)c1ccccc1[N+](=O)[O-])N1CCOCC1 (stereo not given)
  A = -12.8	B = 5.0	C = -6.9	D = -0.8	E = 1.3	F = 0.4	G = 0.1	H = 0.3	I = 4.5

mol: Cc1ccc(N/C=C/C(=O)c2sc(-c3ccccc3)nc2C)cc1
  A = -1.9	B = -0.1	C = 8.3	D = -1.4	E = 0.4	F = 2.9	G = 0.4	H = 0.0	I = 42.9

mol: C=CCOC(=O)C1=C(C)NC(SCC(N)=O)=C(C#N)C1c1cccs1 (stereo not given)
  A = 2.5	B = 5.7	C = -25.6	D = -1.0	E = -0.7	F = 0.6	G = 0.5	H = -0.8	I = 6.1

mol: CCCCOC(=O)CSC1=C(C#N)C(c2ccc3c(c2)OCO3)CC(=O)N1 (stereo not given)
  A = -10.5	B = 4.0	C = -5.9	D = 2.1	E = -0.2	F = 0.6	G = 2.2	H = -1.2	I = 7.2

mol: C/C(CC(=O)Nc1cccnc1)=N\NC(=O)c1ccc([N+](=O)[O-])c(Cl)c1
  A = -6.2	B = 2.4	C = 2.1	D = -1.0	E = 0.9	F = 0.7	G = 0.2	H = 1.3	I = 25.2

mol: Cc1ccc(NC(=O)CN(C)C(=O)COc2ccc(C(=O)c3ccc(F)cc3)cc2)cc1
  A = 2.2	B = 7.6	C = 18.0	D = 1.0	E = 0.3	F = 0.0	G = 0.9	H = -0.5	I = -38.5

mol: CCCNC(=O)c1cc2c3ccccc3n(C)c2s1
  A = -0.3	B = 7.7	C = -2.4	D = -1.1	E = -0.5	F = -0.5	G = -1.5	H = 0.1	I = -47.4

mol: CN(C)N1C(=O)CC(N2CCCC2)C1=O (stereo not given)
  A = -14.5	B = 4.8	C = -21.6	D = 1.3	E = 0.8	F = 1.8	G = 0.8	H = 1.2	I = 19.1

mol: O=C(NC1CCCCC1)C(c1ccccc1)N1CCCC1 (stereo not given)
  A = 1.8	B = 10.4	C = 3.2	D = 3.7	E = 0.4	F = -1.2	G = 0.1	H = -0.3	I = 29.1

mol: Cc1ccc(S(=O)(=O)NNC(=S)NC(=O)c2ccc([N+](=O)[O-])cc2)cc1
  A = -14.8	B = 4.3	C = -0.7	D = -0.7	E = 0.6	F = 1.0	G = 0.8	H = 0.7	I = 8.1

mol: CCC(C)NCCCOc1cc(Cl)ccc1Cl (stereo not given)
  A = -7.0	B = 6.4	C = -42.6	D = 2.3	E = 0.1	F = 0.2	G = -1.0	H = -1.7	I = -2.4

mol: CC(C)Cc1nc(N2CCC(C(N)=O)CC2)c2nnn(Cc3ccccc3)c2n1
  A = 2.8	B = 8.6	C = -13.3	D = 2.1	E = -0.2	F = 0.8	G = -0.1	H = 0.1	I = 5.2

mol: COc1cccc(-c2nn3c(-c4ccccn4)nnc3s2)c1
  A = 9.8	B = 6.0	C = 3.0	D = 1.3	E = -0.6	F = 1.4	G = -1.0	H = 0.1	I = -27.6

mol: COC(=O)/C=C/COc1ccccc1[N+](=O)[O-]
  A = -5.8	B = 2.0	C = -25.2	D = 2.3	E = 0.9	F = -1.4	G = 0.4	H = 0.9	I = 21.5

mol: CCOC(=O)c1sc(NC(=O)C2CCC2)cc1C
  A = -4.8	B = 11.2	C = -7.9	D = 0.5	E = -0.2	F = 0.7	G = -0.1	H = 0.7	I = 21.2

mol: CCn1cc(C2=NC(CC(C)C)CO2)c2ccccc21 (stereo not given)
  A = -2.2	B = 0.2	C = 14.9	D = -2.4	E = -0.5	F = 1.2	G = 0.2	H = -1.0	I = -29.5

mol: O=C(COc1ccccc1)NCc1ccccc1
  A = 6.2	B = -2.0	C = -17.9	D = -3.8	E = 0.1	F = -1.9	G = -0.9	H = 0.6	I = -8.8

mol: Cc1cccc(C)c1NC(=O)CSc1nnc(C)c(=O)[nH]1
  A = -11.9	B = 2.1	C = -41.0	D = -1.8	E = 0.9	F = -0.1	G = -0.7	H = 0.4	I = 0.8

mol: CCOc1ccc(/C=N/NC(=S)NC2CC3C=CC2C3)cc1 (stereo not given)
  A = -1.2	B = 1.9	C = -5.0	D = -4.7	E = 0.1	F = 1.5	G = -0.1	H = 0.4	I = 27.5

mol: O=C(O)c1[nH]c2ccc(Cl)cc2c1CC(=O)N1CCN(C(=O)c2ccco2)CC1
  A = -20.3	B = -1.3	C = -15.8	D = -2.9	E = 0.7	F = 1.6	G = -0.6	H = 0.5	I = -0.2

mol: Cc1ccc2oc(=O)c3cnn(CC(=O)N4CCN(c5ccccc5)CC4)c3c2c1
  A = -28.7	B = 0.4	C = -18.9	D = -3.7	E = 0.1	F = 0.3	G = 0.7	H = -0.2	I = -40.1

mol: Cc1cccc(-c2nc(CSCC(=O)NCc3cccs3)c(C)o2)c1
  A = -0.2	B = -0.9	C = -10.6	D = -3.6	E = -0.2	F = -5.7	G = -1.0	H = -2.2	I = -7.3

mol: Cc1cc(Cl)ccc1OCC(=O)Nc1ccccc1CO
  A = -4.7	B = 6.1	C = 7.8	D = -1.1	E = 1.2	F = -2.8	G = 0.1	H = -0.1	I = -8.0

mol: CN(C(=S)Nc1ccc(F)cc1)C1(c2ccccc2Cl)CCCCC1=O (stereo not given)
  A = -13.4	B = 5.2	C = 14.8	D = 0.4	E = -0.6	F = 0.1	G = -0.7	H = -0.6	I = 23.9

mol: COc1ccc(/C=N/n2c(=O)[nH]c3c([nH]c4ccc(Br)cc43)c2=O)cc1CN1CCOCC1
  A = -20.4	B = 5.0	C = -102.9	D = 5.0	E = 0.3	F = 1.2	G = 0.9	H = -0.6	I = 13.8

mol: CC(NC(=O)C(=O)N/N=C/c1ccc(Cl)cc1)c1ccccc1 (stereo not given)
  A = -16.1	B = 2.7	C = -11.1	D = -1.4	E = 0.2	F = 0.2	G = -0.8	H = 1.4	I = -15.7

mol: CCOC(=O)/C(C#N)=N/Nc1c(S(=O)(=O)Cc2ccco2)csc1C(=O)OC
  A = -3.4	B = 0.3	C = 23.9	D = -5.7	E = 0.5	F = -0.2	G = 1.0	H = 0.0	I = 10.2

mol: O=C(Nc1cccc(C(F)(F)F)c1)C(Sc1ncnc2ccccc12)c1ccccc1 (stereo not given)
  A = -13.0	B = 6.0	C = -23.6	D = -0.2	E = 0.8	F = -1.3	G = 1.0	H = 0.7	I = 10.0
